Bioassay records (PubChem BioAssay)
TbREL1 primary: TbREL1 inhibition, primary screen; P86926; TbREL1 RNA ligation, FRET fluorescence; inhibition, % at 9.66 µM; actives 0.49% (n = 89,000); AID 1117264;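 active = inhibition above the mean inhibition across all screened compounds plus 3 SD, cut at about 11% in these data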;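 note: 0% = plate median of test wells and 100% = NSC42067 control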
Target sequence (P86926 whole entry, looked up): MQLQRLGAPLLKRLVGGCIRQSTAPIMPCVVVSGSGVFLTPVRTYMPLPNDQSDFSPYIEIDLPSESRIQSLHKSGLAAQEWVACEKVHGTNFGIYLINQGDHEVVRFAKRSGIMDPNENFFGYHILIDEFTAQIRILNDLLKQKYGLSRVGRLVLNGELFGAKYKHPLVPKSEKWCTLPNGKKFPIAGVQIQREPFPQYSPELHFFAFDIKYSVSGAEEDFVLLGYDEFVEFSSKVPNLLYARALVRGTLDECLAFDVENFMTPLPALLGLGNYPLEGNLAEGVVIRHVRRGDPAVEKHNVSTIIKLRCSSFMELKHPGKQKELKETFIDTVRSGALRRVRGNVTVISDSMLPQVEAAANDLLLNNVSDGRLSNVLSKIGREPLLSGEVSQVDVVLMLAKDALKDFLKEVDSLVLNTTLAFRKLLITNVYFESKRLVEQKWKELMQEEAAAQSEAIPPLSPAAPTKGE
* marks the source's active call; other numbers are inactive results. Only part of the results is shown; the hit share may differ from the screen's.

SMILES | TbREL1 primary
O=C(NCc1ccccc1C(F)(F)F)C1CC(c2cccc(F)c2)=NO1 (stereo not given) | -2
O/N=C/c1ccccc1OCc1ccccc1Cl | 0
CCOC(=O)C1=C(c2ccccc2)Nc2ncnn2C1c1cccc(OC)c1OC (stereo not given) | -2
COc1ccc(N2CCN(C3CCCN(C(=O)CN4CCCCC4=O)C3)CC2)cc1 (stereo not given) | -2
CS(=O)(=O)N(CC(=O)Nc1cccnc1)c1ccc2c(c1)OCO2 | 0
CC(C)N(CCNC(=O)c1ccc(OCC2CCCO2)cc1)C(C)C (stereo not given) | 5
CCNC(=O)N(CC)C[C@H]1N[C@@](Cc2ccccc2)(C(=O)OC)[C@H]2C(=O)N(Cc3ccccc3)C(=O)[C@@H]12 | -4
CCC(C)NC(=O)C(CCSC)NC(=O)c1ccccc1 (stereo not given) | -4
CCCn1nc(C(=O)OCC(=O)Nc2cccc(S(N)(=O)=O)c2)c2ccccc2c1=O | 7
OC(c1ccccc1)(c1ccccc1)C1CCN(CCCOc2ccc(F)cc2)CC1 | 4
O=C(COC(=O)c1ccc(Sc2ccccc2)c([N+](=O)[O-])c1)NC1CCCc2ccccc21 (stereo not given) | -2
O=C(Nc1ccc(-c2nc3ccccc3s2)c(O)c1)C1=COCCO1 | -1
O=C(Nc1ccc(Cl)c(S(=O)(=O)N2CCOCC2)c1)c1ccc(Cl)nc1 | 1
COc1cccc(N(CC(=O)NC2CCCCC2)C(=O)CCC(=O)Nc2nc(C)cs2)c1 | -4
OC1(c2cccc(C(F)(F)F)c2)CCN(Cc2nc(-c3cnccn3)no2)CC1 | 0
COc1cc2c(cc1OC)C(C)N(C(=O)c1ccc(C)o1)CC2 (stereo not given) | -4
CN1C(=O)[C@H]2[C@@H](/C=C/c3ccccc3)N3C(=O)CN(CCO)C(=O)[C@@]3(Cc3ccccc3)[C@H]2C1=O | -3
COC(=O)c1nn(-c2ccc3c(c2)CCN3C(C)=O)cc1O | 3
Cc1ccc(NC(=O)c2nc[nH]c2C(=O)N2CCN(C(=O)OC(C)(C)C)CC2)cc1 | -1
CCOC(=O)c1c(NC(=O)CSc2nnnn2C)sc(C)c1C | 1
Cc1ccc(-n2sc3ccccc3c2=O)cc1S(=O)(=O)N1CCCCC1 | 4
Cc1cc(Br)ccc1SCC(=O)NNC(=O)c1ccco1 | 0
Cc1cc(-c2nn(-c3ccccc3F)cc2CN2CCN(c3ccccn3)CC2)c(C)s1 | 0
CCOc1ccccc1NC(=S)NCCc1ccc(F)cc1 | -5

Part of the list above, as tab-separated lines:
compound	TbREL1 primary
O=C(NCc1ccccc1C(F)(F)F)C1CC(c2cccc(F)c2)=NO1 (stereo not given)	-2
CS(=O)(=O)N(CC(=O)Nc1cccnc1)c1ccc2c(c1)OCO2	0
OC1(c2cccc(C(F)(F)F)c2)CCN(Cc2nc(-c3cnccn3)no2)CC1	0
COc1cc2c(cc1OC)C(C)N(C(=O)c1ccc(C)o1)CC2 (stereo not given)	-4
O/N=C/c1ccccc1OCc1ccccc1Cl	0

Remaining list, next part
SMILES | TbREL1 primary
O=c1[nH]cnc(O)c1C(c1ccc(Br)cc1)c1c(O)nc[nH]c1=O | 0
CC(C)CN(C(=O)CN1CCN(c2ccc(F)cc2)CC1)c1c(N)n(CC(C)C)c(=O)[nH]c1=O | 0
CCc1nc2ccc(C(=O)N3CCN(C)CC3)cn2c1N(C)CCC(C)C | 1
Cc1cccc(OCc2nnc(SCC(=O)c3c(N)n(C4CC4)c(=O)[nH]c3=O)o2)c1 | -2
Cc1nc2ccccc2n1C1CC(=O)N(Cc2ccccc2)C1=O (stereo not given) | -1
CCCOC1CCCN(C(=O)c2cc(COc3c(F)cccc3F)on2)C1 (stereo not given) | -1
C=CCc1ccc(OCCCOc2ccc(C(=O)O)cc2)c(OC)c1 | -3
CC(=O)Nc1ccccc1C(=O)C(=O)O | 2
COC(=O)c1ccc(S(=O)(=O)NCCc2ccccc2OC)n1C | 0
O=C(Nc1ccc(S(=O)(=O)N2CCCCC2)cc1)C1CC(=O)N(c2ccc(F)cc2)C1 (stereo not given) | 3
Cc1nc(N2CCN(c3ccccc3)CC2)nc2c1C(=O)CC(c1ccccc1)C2 (stereo not given) | 2
CCCNC(=O)C1(CC2CC(c3ccccc3)=NO2)CCN(C(=O)C2CCCC2)CC1 (stereo not given) | -1
O=C(CCN1C(=O)c2ccccc2C1=O)Nc1ccncc1 | 2
S=C(Nc1ccc(Cl)cc1Cl)N1CCN(c2ccccn2)CC1 | -4
CCOc1ccc(N(CC(=O)Nc2ccccc2C)S(=O)(=O)c2c(C)noc2C)cc1 | 2
O=C(COC(=O)c1ccc(S(=O)(=O)N2CCOCC2)cc1)Nc1nc(-c2ccccc2)cs1 | 1
COC(=O)c1c(NC(=O)C2SC(=NC3CCCCC3)C(C(N)=O)=C2N)sc2c1CCCC2 (stereo not given) | -2
O=C(Cc1ccc(O)cc1)NC1CCCCCC1 | 8
CCNc1nc(NC(C)CC)nc(ON=C(C)C)n1 (stereo not given) | -2
CCOC(=O)CC(NC(=O)c1ccc(C)cc1)c1ccc(OC)cc1 (stereo not given) | 4
O=C(O)CCCCCN1C(=O)CCC1=O | -1
COc1ccc(-c2cc(C(F)(F)F)n3nc(C(=O)Nc4c(C)n(C)n(-c5ccccc5)c4=O)c(Cl)c3n2)cc1 | 1
CSc1nc(C)c2c(n1)N(c1ccc(F)cc1)CC2 | 2
CCCCn1c(N)c(N(CC(C)C)C(=O)C2CCCO2)c(=O)[nH]c1=O (stereo not given) | 0
O=C(NC1=NCCS1)c1cc2ccccc2o1 | 5
CCOc1ccc(S(=O)(=O)N2CCCC(C(=O)N3CCN(CC)CC3)C2)cc1Cl (stereo not given) | -3
Cc1cccc(NC(=O)c2cccc(S(=O)(=O)N3CCCCC3)c2)c1 | 1
CC(Oc1ccccc1F)C(=O)NNC(=O)c1ccc(-n2cncn2)c([N+](=O)[O-])c1 (stereo not given) | 0
CCN(CC(=O)Nc1ccc(NC(C)=O)cc1)C(=O)c1cccc(N2C(=O)c3ccccc3C2=O)c1 | 1
COc1ccc(CNC(=O)C2CCC(CNS(=O)(=O)c3cccc4nsnc34)CC2)cc1 (stereo not given) | -1
COc1ccc(-c2cc(-c3nnc(SCC(=O)Nc4nccs4)n3N)[nH]n2)cc1 | 0
O=C(CCCn1c(=S)[nH]c2cc3c(cc2c1=O)OCO3)NC1CC1 | -1
O=C(CSc1nc2ccccc2n1Cc1ccccc1)NN=Cc1c[nH]c2ccccc12 | -2
Cc1nc(NC(=O)C2CC3CCCC(C2)C3=O)sc1C (stereo not given) | 0
CCOC(=O)C1=C(C)N(CCCC(=O)O)C(=O)NC1c1ccccc1OS(=O)(=O)c1ccccc1[N+](=O)[O-] (stereo not given) | 3
O=C(Nc1sc2c(c1C(=O)NCCO)CCCC2)c1ccco1 | -2
CCN(CC(=O)Nc1cc(S(=O)(=O)N2CCOCC2)ccc1C)Cc1ccccc1 | -1
O=C(COc1ccccc1[N+](=O)[O-])N/N=C/c1cccc(OC(=O)c2ccc3c(c2)OCO3)c1 | -2
O=C(NCCN1CCOCC1)c1c(F)c(F)c(F)c(F)c1F | 4
O=C(O)c1ccc(-c2ccc(Cl)cc2Cl)o1 | 1
O=C(COC(=O)CNC(=O)c1cccc([N+](=O)[O-])c1)Nc1cccc(S(=O)(=O)N2CCCCC2)c1 | 2
COc1ccccc1C(=O)Nc1cc2cc(Cl)ccc2oc1=O | -2
CCCN1CN(CCc2ccccc2)CNC1=S | 0
CCOc1ccc(Br)cc1S(=O)(=O)N1CCCC1 | -3
CC(NC(=O)c1ccccc1NC(=O)CN1CCN(c2ccccc2O)CC1)c1ccccc1 (stereo not given) | -5
CCOc1ccccc1NC(=O)CSc1nnc2ccc(-c3ccccn3)nn12 | 6
CC(=O)Nc1ccc(-c2csc(NC(=O)Cc3cccc(F)c3)n2)cc1 | 5
CCCC(=O)Nc1nnc(S(=O)(=O)N(CC(C)C)c2ccccc2)s1 | 2

Six structures from above, arranged by number of heavy atoms, low to high.
SMILES | TbREL1 primary
O=C(O)c1ccc(-c2ccc(Cl)cc2Cl)o1 | 1
CCCN1CN(CCc2ccccc2)CNC1=S | 0
O=C(NCCN1CCOCC1)c1c(F)c(F)c(F)c(F)c1F | 4
CCCC(=O)Nc1nnc(S(=O)(=O)N(CC(C)C)c2ccccc2)s1 | 2
CCN(CC(=O)Nc1cc(S(=O)(=O)N2CCOCC2)ccc1C)Cc1ccccc1 | -1
O=C(COc1ccccc1[N+](=O)[O-])N/N=C/c1cccc(OC(=O)c2ccc3c(c2)OCO3)c1 | -2

Further compounds.
SMILES | TbREL1 primary
COc1cc(C(=O)OCC(=O)Nc2nnc(-c3ccccc3)o2)cc(OC)c1OC | 1
O=C(Cn1nnc(-c2ccncc2)n1)Nc1ccc(F)cc1F | 3
CCCOc1ccc(C2C(=O)N(C3CCCCCC3)CC(=O)N2Cc2ccco2)cc1OC (stereo not given) | -2
Cn1cnnc1SCC(=O)Nc1cccc(S(=O)(=O)N2CCOCC2)c1 | 1
CC1=C(C)CS(=O)N(S(=O)(=O)c2ccccc2)C1 (stereo not given) | 5
Cc1cc(C)nc(NC(=O)c2ccc([N+](=O)[O-])o2)n1 | -1
Cc1ccc(CNC(=O)O[C@H]2CC[C@@]34CCCN3C(=O)CCC[C@H]4C2)cc1 | -6
Cc1cc(Cl)ccc1C(=O)C1CCCN(C(=O)/C=C/c2cnn(C)c2)C1 (stereo not given) | -1
O=C(Nc1c(-c2ccccc2)nc2ncccn12)c1ccccc1 | -1
O=C1Cc2cc(S(=O)(=O)N3CCN(c4ccc(C(=O)O)cc4)CC3)ccc2N1 | 4
O=C(NC1CCCCC1)C(c1ccc(O)cc1)N(CC1CCCO1)C(=O)C1COc2ccccc2O1 (stereo not given) | -2
O=C(Nc1ccccc1)NC1(C(=O)N2CCC(O)CC2)CCCCC1 | -1
Cc1ccc(-c2nnc(SCC(=O)N(CC(C)C)c3c(N)n(Cc4ccccc4)c(=O)[nH]c3=O)n2N)cc1 | 1
Cc1c(C(=O)NCCN2C(=O)S/C(=C\c3cccnc3)C2=O)cccc1[N+](=O)[O-] | 6
O=c1[nH]ncc(NCc2ccc(Cl)cc2)c1Cl | 4
Cc1cc(NC(=O)c2cccc(Br)c2)no1 | 4
c1ccc(-c2nc(NCc3ccco3)c3oc4ccccc4c3n2)cc1 | 3
O=C(Nc1ccc(F)c(F)c1)C1CCCN1S(=O)(=O)c1ccc(F)cc1 (stereo not given) | 0
COc1ccc(S(=O)(=O)Oc2cc(C(=S)N3CCOCC3)ccc2OC)cc1 | -7
COc1ccc(CCNC(=O)C(C(=O)c2ccccc2)n2cc(Cl)ccc2=O)cc1OC (stereo not given) | -3
CC(C)CN1CCNC(=O)C1CC(=O)NCCCN1CCCc2ccccc21 (stereo not given) | -4
COC(=O)c1[nH]c2ccc(C)cc2c1NC(=O)CN1CCCc2ccccc21 | -2
COc1ccc(C(=O)COC(=O)CCNS(=O)(=O)c2ccc(NC(C)=O)cc2)c(OC)c1 | 0
COc1ccc(C2C(C(=O)Nc3ccc(Cl)cc3)CCC(=O)N2c2ccc(OC)cc2)cc1 (stereo not given) | 5
CC(C)CCN(C(=O)CNC(=O)c1cccs1)C(C(=O)NC1CCCCC1)c1cccnc1 (stereo not given) | -1
O=[N+]([O-])c1ccc2c(c1)c1ccccc1n2CCO | 1
COc1cc(Cn2cnnn2)ccc1O | 2
CN(C)S(=O)(=O)c1ccc(N2CCCC2)c(C(=O)N2CCN(S(=O)(=O)c3ccc(F)c(F)c3)CC2)c1 | -2
CN(CCc1ccccc1)C(=O)c1ccc(NC(=O)Cc2ccc(NC(=O)C3CCN(S(=O)(=O)c4cccc([N+](=O)[O-])c4)CC3)cc2)cc1 | 1
Cc1ccc(S(=O)(=O)NCC(=O)OCCOc2ccccc2F)cc1 | 0
O=C(Nc1ccccc1)NC1CCN(Cc2nnnn2C2CCCCC2)CC1 | 1
CC1CCC2(CC1)NC(=O)N(CC(=O)NC(C)c1ccc(F)c(F)c1)C2=O (stereo not given) | -1
O=C(NC(=S)Nc1ccccn1)c1cccc([N+](=O)[O-])c1 | 2
CCc1ccc(CNCCNC(=O)c2ccco2)cc1 | 2
O=C(Nc1nc2ccc(S(=O)(=O)N3CCCC3)cc2s1)C1CCCO1 (stereo not given) | -2
O=C(CCNS(=O)(=O)c1ccc2[nH]c(=O)oc2c1)NCc1ccccc1 | 2
CSc1ccc(/C=C(\NC(=O)c2ccco2)C(=O)N2CCCCC2)cc1 | -3
COc1cccc(C(=O)N[C@@H](Cc2cccnc2)C(=O)N2CCC[C@H]2C(=O)NCCc2ccccc2Cl)c1 | -2
COC(=O)CN1C(=O)[C@H]2[C@@H](c3ccc(C)o3)N3C(=O)CN(CC4CC4)C(=O)[C@@]3(Cc3ccccc3)[C@H]2C1=O | -2
Cn1nnnc1Sc1ncnc2scc(-c3cccc(F)c3)c12 | -2
S=C(Nc1ccc(Cl)cc1)Nc1ccc2c(c1)OCCO2 | -6
Cc1cc2ncn(C(=O)N3CCOCC3)c2cc1C | 1
CN(C)CCCN1C(=O)C2CCc3[nH]c4ccccc4c3C2C1=O (stereo not given) | -4
O=C1COc2ccccc2CN1 | 1
CCCCCCOc1ccc(C(=O)O)cc1 | 0

As a short view, 5 of the compounds above.
SMILES | TbREL1 primary
CSc1ccc(/C=C(\NC(=O)c2ccco2)C(=O)N2CCCCC2)cc1 | -3
COc1cccc(C(=O)N[C@@H](Cc2cccnc2)C(=O)N2CCC[C@H]2C(=O)NCCc2ccccc2Cl)c1 | -2
COC(=O)CN1C(=O)[C@H]2[C@@H](c3ccc(C)o3)N3C(=O)CN(CC4CC4)C(=O)[C@@]3(Cc3ccccc3)[C@H]2C1=O | -2
Cn1nnnc1Sc1ncnc2scc(-c3cccc(F)c3)c12 | -2
S=C(Nc1ccc(Cl)cc1)Nc1ccc2c(c1)OCCO2 | -6
